From PubChem
Vif-A3G inh: Vif-A3G binding inhibition | Q9HC16 | HeLa A3G-eYFP + Vif (tagged APOBEC3G with the HIV-1 protein that degrades it), YFP fluorescence, overnight | Potency, µM (doses to about 46.1 µM), for inactives: at the top dose activity, negative = active, most hits filed as inhibitors | 410,000 tested, 0.076% active | AID 602310;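 also: % is scaled to controls: 0 for no effect and ±100 for the full control effect; nearly all actives have a fitted effect of over 60% in size; hits raise eYFP signal because A3G escapes Vif-driven loss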
Target sequence (Q9HC16 whole entry, looked up): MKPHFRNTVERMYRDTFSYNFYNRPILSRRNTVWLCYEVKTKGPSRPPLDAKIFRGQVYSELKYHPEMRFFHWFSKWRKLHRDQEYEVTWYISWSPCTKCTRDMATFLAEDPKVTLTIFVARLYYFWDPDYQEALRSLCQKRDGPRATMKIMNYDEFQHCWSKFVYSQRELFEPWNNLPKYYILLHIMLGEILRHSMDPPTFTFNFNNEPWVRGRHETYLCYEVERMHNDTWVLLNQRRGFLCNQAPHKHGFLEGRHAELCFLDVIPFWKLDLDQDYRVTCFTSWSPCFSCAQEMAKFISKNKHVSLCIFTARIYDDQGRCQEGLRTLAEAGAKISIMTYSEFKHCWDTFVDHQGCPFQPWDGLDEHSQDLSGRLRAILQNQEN
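HeLa cells stably expressing Vif and C-terminally eYFP-tagged A3G, seeded overnight at 37 deg C, then exposed to compound by pintool overnight at 37 deg C. Rise in yellow fluorescence (Ex 488/Em 500-530, Acumen) marks blocked Vif-driven A3G degradation.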
GRP78 ERSR act: ER stress response induction in glioma; Potency, µM, for inactives: at the top dose activation, most hits filed as activators; U87-MG GRP78 promoter luciferase reporter, 16 h; 420,000 tested, 0.02% active; AID 602332; also: series mostly up to about 76 µM; % of control where 0% means no effect; nearly all actives have a fitted effect of over 35% in size
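ERSR induction read as luciferase luminescence (Bright-Glo, 10 min at room temperature) in stably transfected human U87-MG glioma cells exposed to compounds for 16 h, using GRP78 as sensor.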
* hit, by the source's call; u = inconclusive; x = no result given; & = joins results of further samples. Calls follow the shape of the dose curve; as a rule, active = well fitted curve in the direction sought with a large enough effect; inconclusive = small, poorly fitted or top-dose-only effect, or another doubt; inactive = no such curve, though single readings can be large; an effect the other way counts as inactive or inconclusive. Potency is read from the fitted curve at half-maximal effect.

Each structure is followed by: Vif-A3G inh, GRP78 ERSR act
[1] Cc1ncc2c(c1CNC(=O)c1ccccc1F)CCN(C(=O)c1ccccc1-n1cccn1)C2
    x, -4.2%
[2] FC(F)(F)c1ccccc1-c1nccc(NCc2cccs2)n1
    x, -3.1%
[3] COC(=O)c1cc(CNC(=O)c2ccc3ccccc3n2)cc(NC(=O)c2cccc(OC)c2)c1
    x, -2.8%
[4] Cc1c(C(=O)NCC(C)(C)N2CCOCC2)cnn1-c1ncc2c(n1)-c1ccccc1CC2
    x, -2.1%
[5] N#Cc1cccc(NC(=O)N2CC3(CCN(C(=O)c4ccco4)CC3)C2)c1
    x, -2.8%
[6] C/C=C\C1=C(CO)[C@H](O)[C@H]2OC2[C@@H]1O (stereo partly specified)
    x, -0.3%
[7] CC(=O)SC1CC2=CC(=O)CC[C@]2(C)C2CC[C@@]3(C)C(CC[C@@]34CCC(=O)O4)C12 (stereo partly specified)
    x, -0.2%
[8] CCCCCCN(CCCCCC)C(=O)Cc1c(-c2ccc(Cl)cc2)[nH]c2ccc(Cl)cc12
    x, -3.0%&-1.6%
[9] CN1C/C(=C/c2ccc(B(O)O)cc2)C(=O)/C(=C/c2ccc(B(O)O)cc2)C1
    x, -12.4%
[10] Cc1cc(C)n2nc(C(=O)NCC3Cc4cccc(-c5ccc(S(C)(=O)=O)cc5)c4O3)cc2n1 (stereo unspecified)
    x, 3.4%
[11] CCCCCCCCCCCCCCCC(=O)OC[C@@H](COP(=O)([O-])OCC[N+](C)(C)C)OC(=O)CCCCCCCCCCCCCCC
    x, -2.3%
[12] COc1ccc(-c2c(O)c3cc(O)cc(O)c3oc2=O)cc1
    x, -3.3%
[13] CNc1ncncc1-c1ccccc1C
    x, 4.2%
[14] O=C(c1cnccn1)N1CCC2(CCCN(c3ccc(-c4ccccc4)cc3)C2)CC1
    x, 5.3%
[15] CCn1c(-c2ccccc2F)nc2cc(NC(C)=O)cc(C(=O)N(C)Cc3cn(C)nc3C)c21
    x, -4.8%

Next entries follow.
Each structure is followed by: Vif-A3G inh, GRP78 ERSR act
[16] CC(=O)Nc1cccc(-c2ccnc3c2CC(C)(C(=O)Nc2cccc(C(C)=O)c2)O3)c1 (stereo unspecified)
    u, -1.9%
[17] O=C(/C=C/[C@H]1O[C@@H](n2ccc(=O)[nH]c2=O)[C@H](O)[C@@H]1O)NCCc1cccs1
    -0.1%, -4.7%
[18] Cc1ccc(-c2[nH]ncc2CNCc2ccc(CN(C)C)cc2)cc1
    3.0%, -4.0%
[19] CCN(CC)c1ncnc2c1ncn2[C@H]1CN(Cc2cccs2)C[C@@H](CO)O1
    -2.7%, -0.1%
[20] CN1CCCC(C(=O)Nc2cccc(Cl)c2)CC1 (stereo unspecified)
    -4.2%, -3.9%
[21] CCc1nc2c(OCc3ccc(Cl)cc3)cccn2c1N(C=O)Cc1ccccc1
    -5.2%, 4.1%
[22] CCN1CCC(C(=O)NC(c2ccc(F)cc2)c2ncccc2C)CC1 (stereo unspecified)
    0.4%, 0.6%
[23] CC(N)c1csc(Nc2ccc(S(C)(=O)=O)cc2)n1 (stereo unspecified)
    -0.7%, -0.8%
[24] COc1cccc(C(O)c2nc(-c3ccncc3)cs2)c1 (stereo unspecified)
    -2.5%, 2.5%
[25] COc1ccc(C(O)c2ncc(-c3ccc4ccccc4c3)[nH]2)cc1F (stereo unspecified)
    -3.8%, -0.4%
[26] CC#CCOC(=O)c1c(C)nc2sc3c(c2c1N)CC[C@@H](O)C3
    1.0%, -2.1%
[27] C=C1CCN(C(Cc2ccccc2)C(=O)N2CCOCC2)S(=O)(=O)c2ccccc21 (stereo unspecified)
    1.7%, -2.5%
[28] C[N+](C)(C)c1ccc(/C=C2\C=Cc3ccccc32)cc1
    3.6%, 1.0%
[29] CC(C)C[C@H]1CNC(=O)C(=O)N1C[C@H]1CCCN1C[C@H](CC(C)C)N1C[C@H](Cc2ccccc2)N(CCc2ccccc2)C(=O)C1=O
    -1.9%, -4.9%
[30] C(=C\c1ccc2ccccc2n1)/c1cccnc1
    -17.2%, -10.3%

More records follow.
Each structure is followed by: Vif-A3G inh, GRP78 ERSR act
[31] S=C(NCCCc1cnc[nH]1)NCCCN(Cc1ccc(Cl)cc1)c1ccc(-c2ccccc2)cn1
    -14.9%, -11.9%
[32] CC(=O)Nc1ccc(C(=O)N2CCCCC2c2cc(C(=O)Nc3ccccc3Cl)no2)cc1 (stereo unspecified)
    -4.5%, -2.1%
[33] COc1ccc(CNC(=O)[C@H](Cc2ccccc2)NC(=O)CC[C@H]2O[C@@H](n3ccc(=O)[nH]c3=O)[C@H](O)[C@@H]2O)cc1
    0.4%, -3.5%
[34] O=C(NCC1CCCO1)c1[nH]c(C(F)(F)F)nc1-c1ccccc1 (stereo unspecified)
    -1.6%, -3.0%
[35] OC[C@@H]1CN(Cc2ccccc2)C[C@H](n2cnc3c(N4CCN(c5ccccc5)CC4)ncnc32)O1
    -4.9%, 1.8%
[36] NC(Cc1ccc(F)cc1)c1csc(Nc2nncc3ccccc23)n1 (stereo unspecified)
    4.5%, -11.5%
[37] CN(C)c1ccc(/C=C2/CCCc3c2nc2ccccc2c3C(=O)O)cc1
    -2.9%, 1.7%
[38] CCOC(=O)C1=CCN(S(=O)(=O)c2cccc(Cl)c2)C1c1ccc(C)cc1 (stereo unspecified)
    -2.6%, -2.3%
[39] COc1cc(C(=O)N2CCCC(c3cc(C(=O)NCc4ccccc4)no3)C2)cc(OC)c1C (stereo unspecified)
    -5.5%, -2.1%
[40] CCc1nc2ccc(C(=O)Nc3cccc(OC)c3)cn2c1N(CC)Cc1cccc(Br)c1
    -1.6%, 3.1%
[41] Cc1ccc2nc(-c3ccco3)c(Cc3cccc(Cl)c3)n2c1
    u, 3.6%
[42] CO[C@@H]1[C@@H](OC2OC(C)C(OC3CC(C)(O)C(OC(=O)CC(C)C)C(C)O3)C(N(C)C)C2O)[C@@H](CC=O)C[C@@H](C)C(=O)/C=C\C2O[C@H]2C[C@@H](C)OC(=O)C[C@H]1OC(C)=O (stereo partly specified)
    -2.1%, -4.4%&-2.7%
[43] O=C(O)/C=C/c1ccc2c(c1)S(=O)(=O)N(C1CCCC1)[C@H]2CC(=O)O
    -0.9%, -3.9%
[44] COc1ccc(C(C)=O)cc1Cn1c(C)c(C(=O)NC2CC2)sc1=O
    2.4%, -2.1%
[45] OB(O)c1ccc(B(O)O)cc1
    2.6%, -2.2%

Continued:
Each structure is followed by: Vif-A3G inh, GRP78 ERSR act
[46] CN(C)c1ccc(C(=O)N2CCC2(C)C(=O)O)cc1 (stereo unspecified)
    -0.8%, -2.8%
[47] OC(c1ccc(F)cc1)c1nc(/C=C/c2ccccc2)cs1 (stereo unspecified)
    0.2%, 1.8%
[48] CC(C)CC(N)c1csc(Nc2ccc(S(C)(=O)=O)cc2)n1 (stereo unspecified)
    -0.1%, 3.9%
[49] CN(c1cc2c(c3c1ccn3C)C1CCC2O1)C1CCCCC1 (stereo unspecified)
    u, -4.6%
[50] CCCCN(C=O)c1c(CC)nc2c(OCC3CCCCC3)cccn12
    u, -1.3%
[51] CC(=O)Nc1cc(-c2cccc(NS(C)(=O)=O)c2)cn2c(-c3ccc(F)c(Cl)c3)cnc12
    -19.5%, -0.8%
[52] CC(C)(C)Cc1c(C2CCCCC2)nc2ccc(Br)cn12
    -10.1%, -1.3%
[53] FC(F)(F)c1ccccc1Cc1c(-c2cccc(Cl)c2)nc2ccc(Cl)cn12
    -2.7%, -0.3%
[54] Cc1ccc(C(O)c2ncc(-c3ccc(C(F)(F)F)cc3)[nH]2)cc1F (stereo unspecified)
    -2.6%, -3.9%
[55] COc1ccc(C(NC(=O)COc2ccc(C#N)cc2)c2ccc(OC)cc2)cc1
    -3.3%, -1.6%
[56] CC(=O)c1cccc(-c2ccnc3c2CC(C(=O)NCc2ccc(F)c(F)c2)O3)c1 (stereo unspecified)
    u, -2.1%
[57] Cc1cc(NC(=O)c2ccc3sc([C@@H]4O[C@H](CO)[C@H](O)[C@H](O)[C@H]4O)nc3c2)no1
    -3.7%, -0.2%
[58] O=C(Nc1ccc2c(c1)OCCO2)C(c1ccnc2ccccc12)N1CCN(c2ccc(F)cc2)CC1 (stereo unspecified)
    -3.6%, -3.3%
[59] Cc1cc(C)cc(C(O)c2ncc(-c3ccccc3F)[nH]2)c1 (stereo unspecified)
    2.4%, -2.9%
[60] CC(C)(C)c1cc(NC(=O)C2(C)CCN2C(=O)C2(c3ccccc3)CC2)no1 (stereo unspecified)
    -0.7%, -2.6%

Other results follow.
Each structure is followed by: Vif-A3G inh, GRP78 ERSR act
[61] CC(C)c1ccc(CN2CCC2(C)C(=O)Nc2ccc3c(c2)OCO3)cc1 (stereo unspecified)
    0.5%, -0.2%
[62] CNc1nc(-c2ccccc2)c2sccc2n1
    -6.4%, -1.9%
[63] CC(=O)OCC(C)n1[nH]c2ccccc2c1=O (stereo unspecified)
    -2.0%, -0.7%
[64] CC(C)(O)C#Cc1ccc(CNC[C@H]2O[C@@H](n3cnc4c(=O)[nH]c(N)nc43)[C@H](O)[C@@H]2O)s1
    -3.7%, 1.6%
[65] Cc1ccccc1-c1cnc(C(O)c2ccc(F)cc2)[nH]1 (stereo unspecified)
    -3.4%, 0.6%
[66] CC1(C(=O)NS(=O)(=O)c2ccccc2)CCN1C(=O)Cc1cccs1 (stereo unspecified)
    -1.4%, -3.3%
[67] CCCC(=O)N1CCCC1(C)C(=O)Nc1cc(OC)ccc1OC (stereo unspecified)
    -2.4%, -3.4%
[68] CN(C)c1cccc(NC(=O)c2ccc(-c3ccc(F)c(F)c3)c3ccoc23)c1
    -4.0%, -0.2%
[69] CCCC(=O)N1CCC1(C)C(=O)Nc1ncc(C(=O)OC)s1 (stereo unspecified)
    -5.4%, -1.7%
[70] C=C1C=C(C(F)(F)F)n2ncc(C(=O)NCc3ccc(F)cc3)c2N1
    -2.8%, -4.0%
[71] C(=Nc1ccc(/C=C/c2ccnc3ccccc23)cc1)Nc1ccc(/C=C/c2ccnc3ccccc23)cc1
    u, -10.1%
[72] CC(C)NC(=O)C1(C)CCN1C(=O)C(c1ccccc1)c1ccccc1 (stereo unspecified)
    -3.6%, -1.9%
[73] O=C(NCc1cccnc1)c1cc(C2CCCCN2C(=O)CCc2ccccc2)on1 (stereo unspecified)
    0.7%, -3.0%
[74] CC1=C(C(=O)N(C(C)C)C(C)C)CC(CC(=O)NCc2cccs2)C(=O)N1Cc1ccc(F)cc1 (stereo unspecified)
    -4.1%, -0.8%
[75] COc1ccc(CNC(=O)Nc2nc(C(N)Cc3ccc(Cl)cc3)cs2)cc1 (stereo unspecified)
    -8.3%, -9.8%

Next entries follow:
Each structure is followed by: Vif-A3G inh, GRP78 ERSR act
[76] Cn1ccc2c(N3c4ccccc4CCc4ccccc43)cc3c(c21)C1CCC3O1 (stereo unspecified)
    -10.5%, 2.9%
[77] Cc1nnsc1C(=O)N1CCCC(C)(C(=O)NS(=O)(=O)C2CC2)C1 (stereo unspecified)
    1.1%, -2.4%
[78] O=S1(=O)C[C@@H](N2CC[C@@H](O)C2)[C@H](COCc2ccccc2)N1
    2.1%, -4.4%
[79] CC1(Cc2ccc3c(c2)OCO3)C(=O)Nc2ccc(-c3cccc(C(F)(F)F)c3)cc21 (stereo unspecified)
    -1.7%, -13.7%
[80] COCCCNC(=O)c1cccc2c(-c3cccc(C(N)=O)c3)coc12
    -1.7%, 6.0%
[81] COc1ccc(CNc2nn3c(-c4cccc(C(=O)N(C)C)c4)cnc3s2)cc1
    -2.3%, -2.2%
[82] CN(C)CCCOc1ccc(-c2ccc3nncn3c2)cn1
    -0.8%, -4.2%
[83] C/C=C1\COC(C(=O)NCCN2CCOCC2)(C(F)(F)F)C=C1C=C(C)C (stereo unspecified)
    0.2%, -3.8%
[84] C[C@H](NC(=O)CC[C@H]1O[C@@H](n2ccc(=O)[nH]c2=O)[C@H](O)[C@@H]1O)C(=O)O
    -0.5%, -2.7%
[85] O=C(O)c1ccccc1-c1cccc2nncn12
    2.2%, -3.5%
[86] NC(COCc1ccccc1)c1csc(Nc2ccc(S(N)(=O)=O)cc2)n1 (stereo unspecified)
    -2.0%, -2.5%
[87] C[N+]1(CC(=O)c2ccc(Oc3ccc(C(=O)C[N+]4(C)CCOCC4)cc3)cc2)CCOCC1
    0.0%, -3.2%
[88] Nc1nc(CSc2nnnn2-c2ccccc2)nc(Nc2ccccc2)n1
    -9.2%, 0.8%
[89] COc1cc(/C=C2\C=Cc3ccccc32)ccc1N(C)C
    -3.2%, 1.5%
[90] Cc1ccc(S(=O)(=O)N2C[C@H]3C(=O)C[C@@H](c4ccccc4)N(S(=O)(=O)c4cccc(C)c4)[C@H]3C[C@H]2c2ccccc2)cc1
    -1.5%, -4.1%
[91] COc1cccc(C(NC(C)=O)c2nc(-c3cnn(C)c3)cs2)c1 (stereo unspecified)
    -4.5%, -3.0%
[92] CC(=O)Nc1ccc(SCC(c2ccccc2)N2CCN(CCc3ccccc3)CCC2=O)cc1 (stereo unspecified)
    0.3%, -2.4%
[93] COc1ccc2c(c1)c(CC(=O)O)c(C)n2Cc1ccc(Cl)cc1
    u, -3.7%&-3.0%

The list is partial; count on the stated rates, not on these rows.
